ATXN viability: reduces viability in counter-screen for ATXN expression inhibitors | S2 cells (HEK-293 line with an ATXN2-luciferase reporter) viability, CellTiter-Fluor protease fluorescence, 24 h | Potency, µM (doses to about 56.7 µM), actives largely listed as cytotoxic | 400,000 tested, 0.49% active; note: nearly all actives have a fitted effect of over 40% in size
Nrf2 inh: inhibitors of Nrf2 signaling. AID 504444. 360,000 tested, 2.1% active. Potency, µM (highest dose often 46 µM), without a hit: at the highest dose activity change, negative = inhibition, usual class: inhibitors. A549 ARE-Fluc reporter, luciferase luminescence, 18-24 h; note: % is set by controls: 0 for no effect and ±100 for the full control effect; nearly all actives have a fitted effect of over 60% in size
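Two sequential reads on A549 ARE_Fluc cells exposed to compound for 18-24 h: a CellTiter-Fluor fluorescence read for viability, then a luciferase luminescence read for Nrf2/ARE activity.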
TGFb SMAD3 inh: blocks TGF-b signaling. HepG2 CAGA-GFP TGF-b/SMAD3 reporter, GFP fluorescence, 18 h; TGF-beta stimulated, 500 pg/mL final. Potency, µM (series often up to 46.1 µM), inactives show at the highest dose activity, negative = inhibition, most hits filed as inhibitors. 410,000 tested, 1.2% active. AID 588855; note: % is set by controls: 0 for no effect and ±100 for the full control effect; nearly all actives have a fitted effect of over 65% in size
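Inhibition of TGF-beta-driven CAGA-GFP reporter expression in HEPG2 cells is measured by cellular GFP fluorescence after 18 h stimulation with 500 pg/mL recombinant TGF-beta in 1% FBS medium at 37 degrees C.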
EPAC2 antag: blocks human EPAC2 exchange factor; Potency, µM (series often up to 114 µM), for the others: at the top dose activity, negative = inhibition, most hits filed as inhibitors; EPAC2 GEF exchange of Rap1B-BODIPY-GDP, fluorescence; 360,000 tested, 0.18% active; note: % is set by controls: 0 for no effect and ±100 for the full control effect; nearly all actives have a fitted effect of over 45% in size; many of its hits are not listed in these tables
Target sequence (Q8WZA2 whole entry, looked up): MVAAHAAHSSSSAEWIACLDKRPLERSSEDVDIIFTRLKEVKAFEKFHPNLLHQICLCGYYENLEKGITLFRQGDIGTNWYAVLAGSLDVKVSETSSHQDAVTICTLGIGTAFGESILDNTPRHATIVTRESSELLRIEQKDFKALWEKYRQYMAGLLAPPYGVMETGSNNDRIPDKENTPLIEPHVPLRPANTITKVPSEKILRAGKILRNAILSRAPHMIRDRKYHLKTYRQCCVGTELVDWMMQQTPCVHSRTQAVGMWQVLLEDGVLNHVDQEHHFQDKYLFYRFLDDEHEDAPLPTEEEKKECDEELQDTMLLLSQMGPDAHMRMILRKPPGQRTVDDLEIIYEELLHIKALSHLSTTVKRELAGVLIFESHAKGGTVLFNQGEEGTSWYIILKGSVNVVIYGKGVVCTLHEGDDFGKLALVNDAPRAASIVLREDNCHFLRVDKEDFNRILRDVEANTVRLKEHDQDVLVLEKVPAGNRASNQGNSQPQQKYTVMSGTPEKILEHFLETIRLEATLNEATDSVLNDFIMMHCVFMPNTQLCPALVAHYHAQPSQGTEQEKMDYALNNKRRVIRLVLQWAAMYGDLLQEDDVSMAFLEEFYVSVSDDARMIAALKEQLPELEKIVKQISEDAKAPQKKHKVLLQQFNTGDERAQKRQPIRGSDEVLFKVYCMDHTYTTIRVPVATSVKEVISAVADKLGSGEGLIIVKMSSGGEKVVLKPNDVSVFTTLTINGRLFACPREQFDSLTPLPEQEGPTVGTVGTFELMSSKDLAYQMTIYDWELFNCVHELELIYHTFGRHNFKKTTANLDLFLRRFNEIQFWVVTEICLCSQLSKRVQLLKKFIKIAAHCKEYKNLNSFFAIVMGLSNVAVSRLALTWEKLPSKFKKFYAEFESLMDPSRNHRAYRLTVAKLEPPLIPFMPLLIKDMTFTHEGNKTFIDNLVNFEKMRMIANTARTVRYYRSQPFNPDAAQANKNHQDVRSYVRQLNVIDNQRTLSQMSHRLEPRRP
ATXN2 expr inh: reduces ATXN2 reporter expression in HEK-293 cells | HEK-293 ATXN2-luciferase reporter, luminescence, 24 h | Potency, µM (titrated, usually from 57 µM), for the others: at the top dose activity change, negative = inhibition, usual class: inhibitors | 360,000 tested, 0.72% active | AID 1745845; note: % is set by controls: 0 for no effect and ±100 for the full control effect; nearly all actives have a fitted effect of over 55% in size
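qHTS (up to 57 uM final) was run with 24 h compound exposure of reporter cells at 37 °C. Each well was multiplexed: SteadyGlo luminescence measured ATXN2-luciferase expression after a fluorogenic Gly-Phe-AFC viability readout (25 uM final).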
HepG2 tox: kills HepG2 cells in TGF-b inhibitor counter-screen; 410,000 tested, 0.76% active; Potency, µM (series often up to 46.1 µM), for inactives: at the top dose activity change, negative = cytotoxicity, actives largely listed as cytotoxic; HepG2 CAGA-GFP viability, ATP luminescence, 18 h; AID 588856; note: some results filed as inactive show a strong effect at the top dose
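HepG2 CAGA-GFP cells (1000/well, DMEM with 1% FBS) received compound, then TGF-beta at 500 pg/mL final, and were incubated 18 hours at 37 degrees C. Viability was read by CellTiter-Glo luminescence. Media-only wells were set as complete cell-killing and DMSO as no toxicity.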
MCF10A rereplic: inducers of DNA re-replication in MCF 10A breast cells; MCF 10A DNA re-replication, Hoechst nuclear intensity, 48 h; Potency, µM (highest dose often 46.1 µM), inactives show at the top dose activity, positive = re-replication, usual class: activators; 350,000 tested, 2.9% active; note: % of control where 0% means no effect; nearly all actives have a fitted effect of over 50% in size
Nrf2 ARE act: activators of Nrf2 (ARE) signaling. AREc32 ARE-luciferase reporter (MCF7-derived line), luminescence, 24 h. Potency, µM (top dose mostly 46.1 µM), for inactives: top-dose activation, hits mostly activators. 410,000 tested, 0.31% active; note: % of control where 0% means no effect; nearly all actives have a fitted effect of over 65% in size
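Each well held 1000 AREc32 cells, which were incubated with compound for 24 hr at 37 deg C after overnight attachment, and ARE reporter activity was quantified by firefly luciferase luminescence.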
A549 viability: A549 cytotoxicity, counter-screen for Nrf2 inhibitors. A549 ARE-Fluc cells, CellTiter-Fluor viability, 18-24 h. Potency, µM (series often up to 46 µM), inactives show at the top dose activity change, negative = cytotoxicity, hits mostly inhibitors. 390,000 tested, 0.16% active; note: % is set by controls: 0 for no effect and ±100 for the full control effect
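Cytotoxicity counterscreen: CellTiter-Fluor fluorescence was measured in A549 ARE_Fluc cells after 18-24 h of compound exposure in a concentration series. The subsequent BugLite luminescent read reports ARE-luciferase activity.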
* = called active by the depositor; i = inactive; ? = inconclusive; . = no result given; [ ] = another dose, or the depositor's remark. Calls come from the whole dose curve; as a rule, active = well fitted curve in the direction sought with a large enough effect; inconclusive = small, poorly fitted or top-dose-only effect, or another doubt; inactive = no such curve, though single readings can be large; an effect the other way counts as inactive or inconclusive. Potency is the fitted concentration of half-maximal effect. This is a subset; the hit share may differ from the screen's.

SMILES,ATXN viability,Nrf2 inh,TGFb SMAD3 inh,EPAC2 antag,ATXN2 expr inh,HepG2 tox,MCF10A rereplic,Nrf2 ARE act,A549 viability
CCOC(=O)c1cc(-c2ccc(OC)cc2)n(CCC(=O)NCCc2ccc(OCC)c(OCC)c2)c1C,.,.,-33%,.,.,-13%,.,0.2%,-6%
CCCCN(C(=O)c1cc(-c2ccco2)nc2ccccc12)c1c(N)n(CCC)c(=O)[nH]c1=O,i,7%,5%,44%[activator],.,-3%,5%,5.3%,0%
COc1ccc(NC(=O)c2ccc(-c3ccc(F)cc3)o2)cc1OC,?,.,-8%,1%,.,-24%,.,-0.1%,.
CC1=C(C)CC(C(=O)NCC(=O)c2ccccc2)C(C(=O)O)C1 (stereo not drawn),i,6%,30%,6%,73%[activator],5%,-8%,-0.3%,3%
C=CCn1c(O)c(N=NC(=S)Nc2ccccc2F)c2cc(S(=O)(=O)N3CCOCC3)ccc21,i,5.8µM*,?,-2%,-36%,-31%,8%,5.3%,?
O=C(NCc1ccccc1Cl)C(=O)NCC1OCCCN1S(=O)(=O)c1cccs1 (stereo not drawn),i,5%,14%,-1%,1%,-21%,?,0.3%,8%
Cc1cc(Nc2ccc(C)c(Cl)c2)n2nc(-c3ccccc3)nc2n1,i,-22%,?,.,-9%,-15%,.,2.5%,-11%
COc1cccc(N(CC(=O)NCCSc2ccc(Cl)cc2)S(C)(=O)=O)c1,i,?,-5%,-7%[57.1 µM],-8%,-11%,-1%,-0.3%,15%
COc1ccccc1OC(C)C(=O)Nc1ccc(S(=O)(=O)N2CCN(C)CC2)cc1 (stereo not drawn),i,-8%,-1%,2%,0%,2%,-2%,-0.4%,-1%
CCc1ccccc1NC(=O)CN(C)C(=O)c1cc(C2CC2)nc2c1cnn2C(C)C,i,-18%,15%,7%,0%,8%,?,-0.6%,-5%
COc1ccc(-c2noc(N3CCC(C(=O)NCCCN4CCCC(C)C4)CC3)n2)cc1 (stereo not drawn),i,6%,4%,5%,8%,-40%,-1%,4.3%,-2%
CCc1ccc(C2c3[nH]c4ccccc4c3CCN2C(=O)CNC(N)=O)cc1 (stereo not drawn),i,-18%,-19%,-10%,-10%,-9%,2%,2.8%,-18%
CS(=O)(=O)Nc1ccccc1C(=O)O,i,19%,3%,2%,2%,3%,3%,-1.0%,1%
CCCc1ccc2c(N)c(C#N)sc2n1,i,4%,5%,3%,45%[activator],-6%,2%,0.7%,1%
COc1ccccc1-c1cc(C(=O)Nc2c(C)nn(Cc3ccc(Cl)cc3)c2C)no1,?,18µM*,?,.,?,-25%,.,-0.3%,?

Part of the list above with just Nrf2 inh and A549 viability:
compound	Nrf2 inh	A549 viability
CC1=C(C)CC(C(=O)NCC(=O)c2ccccc2)C(C(=O)O)C1 (stereo not drawn)	6%	3%
C=CCn1c(O)c(N=NC(=S)Nc2ccccc2F)c2cc(S(=O)(=O)N3CCOCC3)ccc21	5.8µM*	?
O=C(NCc1ccccc1Cl)C(=O)NCC1OCCCN1S(=O)(=O)c1cccs1 (stereo not drawn)	5%	8%
Cc1cc(Nc2ccc(C)c(Cl)c2)n2nc(-c3ccccc3)nc2n1	-22%	-11%

(further entries)
SMILES,ATXN viability,Nrf2 inh,TGFb SMAD3 inh,EPAC2 antag,ATXN2 expr inh,HepG2 tox,MCF10A rereplic,Nrf2 ARE act,A549 viability
CCN(CC)c1ccc(C(=O)NNC(=O)CCNC(=O)c2ccccc2)cc1,i,18%,-2%,14%,-2%,-26%,-7%,4.2%,20%
Cc1ccc(C(=O)N2CCN(S(=O)(=O)c3ccccc3)CC2)s1,i,4%,-22%,3%,1%,-18%,0%,-0.4%,-4%
O=[N+]([O-])c1ccc(Cl)c(/C=N/n2c(C3CCCCC3)n[nH]c2=S)c1,i,1%,?,-1%,-21%,0%,2%,15%,-9%
COc1ccc(C2C3=C(CC(C)(C)CC3=O)Oc3ncn4nc(-c5cccnc5)nc4c32)cc1 (stereo not drawn),i,5%,3%,2%,2%,-1%,-2%,0.1%,0%
O=[N+]([O-])c1ccc(Cl)cc1N1CCCC1,?,7%,-1%,-10%,9%[11.3 µM],1%,-3%,-0.4%,2%
Cc1c(Cl)cnc(NC(=O)COC(=O)c2ccc3ncsc3c2)c1Cl,i,?,0%,13%,18%,1%,11%,-1.9%,-4%
COc1cc(S(=O)(=O)N2CCCCC2)c(OC)cc1Br,i,-3%,1%,-14%,-16%,0%,?,-0.5%,7%
O=C(COc1ccc(Cl)cc1Cl)Nc1ccc(S(=O)(=O)NC2=NCCCCC2)cc1,i,13%,-5%,-22%,.,-1%,-6%,-0.3%,-1%
COc1ccc(CN(C)C(=O)Cn2cnc(C(=O)Nc3ccc(C)c(C)c3)n2)cc1OC,i,10%,1%,1%,6%,-31%,7%,4.2%,-1%
Fc1ccc(CN2CCCCCC2)c(F)c1,i,6%,-1%,3%,-6%,-2%,-1%,-0.1%,-7%
Brc1ccccc1-n1nnc(-c2nccs2)n1,i,?,21%,?,31%[activator],-15%,5%,3.3%,-1%
O=C(N/N=C/c1ccc([N+](=O)[O-])s1)c1cccc(Br)c1,?,21µM*,?,-2%,-34%,-43%,?,0.0%,?
O=S(=O)(CC(c1ccccc1)N1CCCCC1)c1ccc(Cl)cc1 (stereo not drawn),i,1%,0%,-7%,-24%,-1%,1%,29%,5%
CCOC(=O)c1c(-c2ccccc2)csc1NC(=O)c1cc(-c2ccc(C)c(F)c2)on1,i,4%,20%,.,5%,-1%,.,0.4%,-16%
Nc1nnc(CSCc2ccc(Cl)cc2)s1,i,-5%,0%,7%,6%,33%,?,-0.4%,0%
c1ccc2nc(N3CCOCC3)c(N3CCOCC3)nc2c1,i,1%,-3%,2%,-6%,-1%,?,-0.2%,3%
O=C(NCc1ccc(F)cc1)c1ccc(CS(=O)Cc2ccc(Cl)cc2)o1 (stereo not drawn),.,-18%,?,.,.,-12%,.,2.6%,7%
O=C(NC(=S)Nc1ccc2c(c1)OCCO2)c1ccco1,i,?,3%,2%,8%,-10%,1%,-0.3%,5%
CCc1nnc(SCc2nc(-c3cccc(C)c3)oc2C)c2cc3sc(C)cc3n12,.,?,1%,.,.,-22%,.,0.1%,6%
COc1ccc(OCc2nnc(SCC(=O)NC3CC3)n2C)cc1,i,2%,23%,-3%,-22%,12%,7%,-0.2%,3%
COc1ccc(N2C(=O)/C(=C\c3ccco3)N=C2SCC(=O)N(C(C)C)C(C)C)cc1Cl,?,12%,0%,-12%,-13%,7%,18%,16%,-11%
COC(=O)c1c(-c2cccs2)csc1NC(=O)COc1ccc(C(C)C)cc1,.,-16%,.,.,.,-1%,.,0.1%,4%
CC(=O)c1ccc(-c2cnc3c(NC=O)cc(-c4cnn(C)c4)cn23)cc1,i,.,?,-5%,-5%,10%,.,4.8%,.
CC(=O)c1ccc(NC(=O)CN2C(=O)COc3ccc(S(=O)(=O)N4CCCC4)cc32)cc1,i,-4%,-3%,0%,-4%,-1%,6%,-0.7%,0%
Cc1ccc(C(=O)NC2CCCC(C)C2C)cc1S(=O)(=O)N1CCCCC1 (stereo not drawn),i,-10%,?,10%,-11%,-1%,?,2.4%,4%
COc1cc2cnc(Cl)nc2cc1OC,i,?,0%,1%,-7%,-59%,-5%,2.6%,2%
OC1CCN(C(=S)NCCc2ccccc2)CC1,i,23%,13%,-4%,27%,2%,2%,-0.1%,0%
Cc1cn([C@H]2C[C@H](O)[C@@H](CNC(=O)c3ccccn3)O2)c(=O)[nH]c1=O,i,.,1%,6%,-25%,5%,.,0.5%,.
Cc1nccn1CCN(C)Cc1cn(Cc2ccccc2)nc1-c1ccc2c(c1)OCO2,.,10%,-3%,4%,-2%,-8%,23%,2.8%,4%
CCOc1ccc(C(=O)c2cn(CC(=O)Nc3ccc(F)cc3)c3cc4c(cc3c2=O)OCO4)cc1,i,?,-16%,.,6%,7%,.,-0.7%,7%
COc1cccc(Nc2nnc(SCC(=O)N3CC(C)OC(C)C3)s2)c1 (stereo not drawn),i,-21%,-3%,-1%,2%,-12%,-4%,-0.3%,-3%
CCc1cc(=O)[nH]c(SCC(=O)NCC2CCCO2)n1 (stereo not drawn),?,2%,5%,29%,11%,4%,23%,-0.1%,10%
O=c1[nH]c2ccc(Cl)cc2c(-c2ccccc2)c1SC(=S)N1CCCCC1,i,?,-5%,0%,-4%,-3%,?,2.0%,-20%
CC(C(=O)c1ccc(-c2ccccc2)cc1)[n+]1cccc(C(N)=O)c1 (stereo not drawn),i,18%,20%,7%,-3%,-1%,-2%,3.0%,6%
CNC(=O)COc1ncnc2scc(-c3ccc(F)cc3)c12,i,6%,7%,-2%,-17%,-5%,?,-0.7%,7%
N#Cc1ccc(CSc2nnc(NC(=O)CCc3nc4ccccc4c(=O)[nH]3)s2)cc1,i,-1%,5%,-3%,7%,1%,5%,-1.0%,-1%
CCOC(=O)CSc1nnc2n(C3CCCCC3)c(=O)c3c4c(sc3n12)CCCC4,i,.,0%,-13%,-8%,4%,29%,-0.4%,-12%
CCOC(=O)C(NC(=O)CC)(Nc1ccc(S(=O)(=O)Nc2cc(C)on2)cc1)C(F)(F)F (stereo not drawn),i,-13%,6%,3%,-1%,-6%,-1%,0.1%,-3%
Cc1ccc(C(=O)N/N=C\c2cc3c(cc2Br)OCO3)s1,i,?,-21%,13%,-27%,-26%,?,3.2%,-1%
CCCNC(=O)COC(=O)/C=C/c1ccc(C)o1,i,?,6%,7%,-24%,6%,1%,4.4%,-3%
O=C(COc1cccc2ccccc12)NNC(=O)c1cccs1,i,4%,-18%,17%,4%,0%,5%,0.4%,-2%
COc1ccc2cc(C(=O)C3CCCN(Cc4cccc(C)n4)C3)ccc2c1 (stereo not drawn),i,?,?,-25%,-13%,-30%,?,0.3%,-17%
